Screening results from PubChem BioAssay.
S3 lipid droplet: qHTS Assay for Lipid Storage Modulators in Drosophila S3 Cells; Drosophila S3 cells, BODIPY lipid droplet fluorescence, 18-24 h; cells fed with added oleic acid; lipid storage change, negative = inhibition, % at the top dose, mostly 46.1 µM; hits show Potency in µM; hit rate 0.64% among 320,000; AID 2685; active = well fitted inhibition curve with a large enough effect in the signal ratio, with a control signal flat, not every such curve was filed as active; inconclusive = small, poorly fitted or top-dose-only effect, or effect the other way, or a change in a side signal; the % refers to the signal ratio
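Drosophila S3 cells loaded with oleic acid (400 uM, as added) and compounds at several concentrations; lipid droplets imaged by 488-nm laser-scanning cytometry, 500–530 nm intensity and object ratio to cell channel. Percent activity normalized to 20 uM Triacsin C.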
S3 lipid droplet cell count max: also measured in S3 lipid droplet; calls as there; cell number change, %; measured here: cell count max response;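 cells counted by Cell Tracker Red CMTPX staining in the red channel; peak over a dose series mostly up to 46.1 µM; percent activity relative to internal control wells on each plate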
Starred values were filed as active, the others as inactive; i = inactive; u = inconclusive; x = not tested or not shown; [ ] = dose if it differs, or a comment. % is scaled to controls: 0 for no effect and ±100 for the full control effect; potency is read from the fitted curve at half-maximal effect. Not all compounds are listed (hit frequency here may not be typical).

Order of results – S3 lipid droplet, S3 lipid droplet cell count max
C#Cc1ccc([C@@H]2C=C(C(=O)NCc3ccccc3)O[C@H](OCC)[C@H]2CCCO)cc1
→ -5%, 7
CCOc1ccccc1N1CC(C(=O)N(CC)CC(=O)Nc2ccc3c(c2)OCCO3)CC1=O (stereo not drawn)
→ 27%, x
COc1ccc(C(=O)NN)cc1COc1ccc(Br)cc1
→ -10%, -16
Cc1cc(C)c(S(=O)(=O)Nc2cccnc2)c(C)c1
→ i, x
CCC(C(=O)OCC(=O)Nc1cc(Cl)ccc1Cl)c1ccccc1 (stereo not drawn)
→ -22%, -9
O=C(c1cc2c(=O)n3ccccc3nc2s1)N1CCN(c2cccc(Cl)c2)CC1
→ u, x
COc1ccccc1NS(=O)(=O)c1ccc2ccccc2c1
→ u, x
O=C(NCc1ccc2c(c1)OCO2)C1CCC(CNc2c(N3CCCCC3)c(=O)c2=O)CC1 (stereo not drawn)
→ u, x
Cc1cc(S(=O)(=O)NCC2CCCO2)c(C)cc1Br (stereo not drawn)
→ i, -10
O=C(CSc1nnnn1-c1ccccc1Cl)Nc1ccc2c(c1)OCCO2
→ u, x
CC(C)CNC(=S)NC1CC2CCCC(C1)N2Cc1ccco1 (stereo not drawn)
→ u, x
CCNC(=O)Cn1cc(C(F)(F)F)cc(Cl)c1=O
→ u, x
CCOC(=O)C1CCN(S(=O)(=O)c2ccc(OC)c(C(=O)N3CCCCC3)c2)CC1
→ u, x
O=S1(=O)CCN2N=C(C3CC3)SC2=N1
→ u, x
COCCNC(=O)Nc1ccc2c(c1)N(C)C(=O)c1ccccc1S2
→ u, x

Single records, from the list above:
Listed for CCNC(=O)Cn1cc(C(F)(F)F)cc(Cl)c1=O : S3 lipid droplet: u; S3 lipid droplet cell count max: x
Listed for O=C(NCc1ccc2c(c1)OCO2)C1CCC(CNc2c(N3CCCCC3)c(=O)c2=O)CC1 (stereo not drawn) : S3 lipid droplet: u; S3 lipid droplet cell count max: x
Listed for O=C(CSc1nnnn1-c1ccccc1Cl)Nc1ccc2c(c1)OCCO2 : S3 lipid droplet: u; S3 lipid droplet cell count max: x

Further structures:
Order of results – S3 lipid droplet, S3 lipid droplet cell count max
O=C1C(C=NCc2cccnc2)=C(O)c2ccccc21
→ u, x
Cc1ccccc1/C=N/N=C1/NC(=O)CCS1
→ 6%, 11
O=C(O)c1ccc(CSc2nc3ccccc3[nH]2)cc1
→ 154%, 5
Cc1ccc(NC(=S)N(CCN2CCCCC2)Cc2ccco2)cc1
→ 8%, x
CC(=O)N(CCCN1CCOCC1)Cc1ccncc1
→ u, x
COc1ccc(OC)c(N=C(C)C2=C(O)COC2=O)c1
→ u, x
c1ccc(C2=Nn3c(nnc3-c3cccnc3)SC2)cc1
→ u, x
C/C(=N\NC(=O)CSc1nc(C)cc(C)n1)c1ccc([N+](=O)[O-])cc1
→ u, x
O=C(Nc1c2c(nn1-c1ccc(F)cc1)CS(=O)C2)c1ccc2c(c1)OCO2 (stereo not drawn)
→ u, x
COc1ccc(C2=NN(c3nc(-c4ccc(CNC(C)=O)cc4)cs3)C(c3ccco3)C2)cc1 (stereo not drawn)
→ u, x
CN(C)C(CNC(=O)CN1C(=O)NC2(CCc3ccccc32)C1=O)c1ccco1 (stereo not drawn)
→ 13%, 7
COc1ccc(C2SCCN2S(=O)(=O)c2ccc(NC(C)=O)cc2)cc1 (stereo not drawn)
→ u, x
COc1cc(S(=O)(=O)Nc2ccc3nc(C)sc3c2)ccc1NC(C)=O
→ u, x
O=C(N/N=C\c1cc(Br)cs1)C1COc2ccccc2O1 (stereo not drawn)
→ i, -4
CCCc1cc(=O)[nH]c(SCC(=O)Nc2c(C)cccc2C)n1
→ u, x

A second format for some results above.
O=C1C(C=NCc2cccnc2)=C(O)c2ccccc21
  S3 lipid droplet = u; S3 lipid droplet cell count max = x

Cc1ccccc1/C=N/N=C1/NC(=O)CCS1
  S3 lipid droplet = 6%; S3 lipid droplet cell count max = 11

O=C(O)c1ccc(CSc2nc3ccccc3[nH]2)cc1
  S3 lipid droplet = 154%; S3 lipid droplet cell count max = 5

Cc1ccc(NC(=S)N(CCN2CCCCC2)Cc2ccco2)cc1
  S3 lipid droplet = 8%; S3 lipid droplet cell count max = x

More results follow:
Order of results – S3 lipid droplet, S3 lipid droplet cell count max
O=C(c1ccc2c(c1)OCO2)N1CCOCC1
→ 7%, -18
Nc1nc(-c2ccccc2)c(N=Nc2ccc(Cl)cc2)s1
→ u, x
COc1ccc(N2CCN(S(=O)(=O)c3cn(C)c(=O)n(C)c3=O)CC2)cc1
→ 0%, -14
O=C(CCC(=O)c1cccs1)OCC(=O)N1CCN(S(=O)(=O)c2ccccc2)CC1
→ u, x
O=C(COc1ccccc1Cl)NCCCNC(=O)c1ccccn1
→ -19%, x
CCc1ccc2[nH]c(=O)c(CN(Cc3ccccc3)C(=O)Nc3ccccc3OC)cc2c1
→ u, x
Nc1ncnc(Nc2ccc(F)cc2)n1
→ u, x
CC(C)(C)NC(=O)C(c1cccs1)N(C(=O)c1csnn1)c1ccccc1F (stereo not drawn)
→ u, x
OC1CCN(Cc2ccc3ccccc3c2)CC1
→ -5%, -4
Cn1c(CC(=O)Nc2ccccc2F)nnc1SCC(=O)N1CCOCC1
→ u, x
CCCCC(=O)N/N=C/c1ccc(N2CCOCC2)c([N+](=O)[O-])c1
→ u, x
O=C(CCS(=O)(=O)c1ccc(Br)cc1)NC1CCCCCC1
→ i, -1
CC1CCCCN1S(=O)(=O)c1ccc(C(=O)Nc2ccccc2-c2nc3ccccc3[nH]2)cc1 (stereo not drawn)
→ -12%, -5
O=C(NCCS(=O)(=O)N1CCN(c2ccc(F)cc2)CC1)c1ccc(Br)o1
→ i, x
CN(C)N=Nc1nc2c([nH]1)c(=O)n(C)c(=O)n2C
→ u, x
Cc1nnc2ccc(-c3ccc(NS(=O)(=O)c4ccccc4)cc3)nn12
→ -6%, 4
Cc1ccc(-n2ncc3ccccc3c2=O)cc1Cl
→ u, x
O=C(CCC(=O)Nc1ccccc1Cl)NN=C1CCCC1
→ u, x
O=C(c1ccc(CS(=O)Cc2ccc(Cl)cc2)o1)N1CCN(c2cccc(Cl)c2)CC1 (stereo not drawn)
→ u, x
COc1ccc(OC)c2[nH]c(=O)c(CCNC(=O)C3CCCCC3)cc12
→ -16%, -16
O=C(O)c1ccccc1-c1ccccc1C(=O)Nc1cccc2ccccc12
→ 15%, 20
COC(=O)c1cnn(-c2cc(Oc3cccc(C)c3)ncn2)c1N
→ u, x
O=C(COC(=O)CCc1c[nH]c2ccccc12)Nc1ccc([N+](=O)[O-])cc1
→ 0%, 0
O=C(c1ccc(Cn2c(=S)[nH]c3ccc(Br)cc3c2=O)cc1)N1CCN(C2CCCCC2)CC1
→ 1%, -9
CCCCCCn1c(C(C)NC(=O)c2ccco2)nc2ccccc21 (stereo not drawn)
→ i, -19
CCN(CC)S(=O)(=O)c1ccc(NC(=O)COC(=O)CCc2cc(OC)c(OC)c(OC)c2)cc1
→ 12%, 10
O=C(CN1C(=O)NC2(CCCC2)C1=O)Nc1cc(C(F)(F)F)ccc1N1CCCCC1
→ u, x
Cc1ccc(N(CC(O)CN2CCCCC2)S(=O)(=O)c2ccccc2)cc1 (stereo not drawn)
→ i, -16
Cc1ccc2nc(SCC(=O)OCc3ccccc3)nc(=O)n2c1
→ u, x
CC/C=C/C(=O)N1CC2(CC(c3cccc(NC(=O)COc4ccc(Cl)cc4)c3)=NO2)C[C@H]1C(N)=O (stereo partly drawn)
→ u, x

Following part:
SMILES	S3 lipid droplet	S3 lipid droplet cell count max
CCN1CCN(c2cc(C)c3cc(NC(=O)c4cccnc4Cl)ccc3n2)CC1	4%	6
COc1cc(/C=C2\C(=N)N3N=C(S(C)(=O)=O)SC3=NC2=O)cc(OC)c1OCCOc1cccc(C)c1	3%	-14
O=C(COc1ccccc1[N+](=O)[O-])N(Cc1ccccc1)c1ccccn1	u	x
Cc1csc(NC(=O)c2c(-c3c(Cl)cccc3Cl)noc2C)n1	u	x
O=C(COc1ccc(F)c(Cl)c1)N1CCN(c2ccccn2)CC1	u	x
CC(=O)Nc1ccc(S(=O)(=O)c2ccc([N+](=O)[O-])cc2)cc1	u	x
COc1ccc2ccccc2c1CNCc1ccccn1	u	x
Cc1ccc(Nc2nc(-c3sc(NC(=O)c4ccco4)nc3C)cs2)cc1	u	x
COc1ccc(N2C(=O)CC(N(Cc3ccc(S(N)(=O)=O)cc3)C(C)=O)C2=O)cc1 (stereo not drawn)	u	x
O=C(Nc1ccc(S(=O)(=O)Nc2ccccn2)cc1)c1cccc([N+](=O)[O-])c1	-10%	4
CCCn1c2c(c(O)c(C(=O)Nc3nc4ccccc4s3)c1=O)CCCC2	-4%	27
COCCCn1cnnc1SCC(=O)Nc1ccc(S(=O)(=O)N2CCCC2)cc1	u	x
CCc1cc(=O)oc2c(C)c(OC(C)C(=O)N3CC[C@@]4(O)CCCC[C@H]4C3)ccc12 (stereo partly drawn)	3%	15
O=C(Nc1nc2c(s1)CCCC2)c1ccc(S(=O)(=O)N2CCCc3ccccc32)cc1	u	x
Cc1cc(C)nc(-n2nc(C)c3c(C)c(C)c(C)nc32)n1	u	x
COc1ccc(NC(=O)c2ccc(-c3ccc([N+](=O)[O-])cc3)o2)cc1	-2%	-6
O=C(NCN1CCN(c2ccccc2F)CC1)c1ccccc1	-19%	-16
O=C(CC1SC(N2CCCC2)=NC1=O)Nc1ccc(C(=O)Nc2ncccc2O)cc1 (stereo not drawn)	3%	7
O=C(NN=C1CCCCC1)Nc1ccccc1Cl	27%	-16
COc1ccc(NC(=O)N2CCCc3cc(C)ccc32)c(OC)c1	u	x
CC(NC(=O)CCSc1nc(-c2ccc3c(c2)OCO3)cc(C(F)(F)F)n1)c1ccccc1 (stereo not drawn)	i	-15
Cc1c(C)c2ccc(OC(C)C(=O)NCCN3CCOCC3)c(C)c2oc1=O (stereo not drawn)	i	-15
Nc1sc(-c2ccccc2)cc1C(=O)N/N=C/c1ccc(Cl)cc1	4%	10
O=C(CCN1CCN(C(=O)c2ccco2)CC1)Nc1ccc(F)cc1	i	x
O=C1C(=O)N(Cc2cccnc2)C(c2ccccn2)/C1=C(/O)c1ccc(F)cc1 (stereo not drawn)	1%	1
COc1ccc(-n2c(N)c(C(=O)NCc3ccco3)c3nc4ccccc4nc32)cc1	u	x
O=C(CCc1nc(-c2ccccc2F)no1)NCc1ccco1	u	x
O=C(N/N=C/c1ccc[nH]1)c1cc2ccccc2cc1O	u	x
O=C(NCc1ccco1)c1ccccc1NS(=O)(=O)c1ccc(Cl)s1	u	x
COc1ccc(COC(=O)NC(C(=O)O)c2ccccc2)cc1 (stereo not drawn)	u	x
O=S(=O)(NCc1ccccc1)c1cccc(S(=O)(=O)N2CCOCC2)c1	i	4
CCSc1ncc(Cl)c(C(=O)Nc2ccccc2OC)n1	11%	-14
Cc1ccc(N2CCN(/N=C/c3ccncc3)CC2)cc1	u	x
CC(C)CN1CCNC(=O)C1CC(=O)N(C)CC1CCOCC1 (stereo not drawn)	-10%	4
CNC(=O)CSc1nnc(-c2ccco2)n1-c1ccc(C)cc1	-1%	-4
CSc1ccccc1C(=O)Nc1ccccc1C(=O)N1CCCC1	u	x
COc1ccc(Cc2noc(CN3CCN(Cc4csc(C)n4)CC3)n2)cc1OC	20%	3
CCS(=O)(=O)Nc1ccc(C2=NN(C(=O)c3ccco3)C(c3ccco3)C2)cc1 (stereo not drawn)	u	x
CN(NC(=O)c1ccccc1)C1=NS(=O)(=O)c2ccccc21	u	x
NC(=O)N/N=C/CCc1ccccc1	2%	8
O=C(NCc1cccc(C(F)(F)F)c1)c1cccc(S(=O)(=O)NCc2ccccc2)c1	i	7
Cc1ccccc1Cn1nc(C)c(NC(=O)c2cc3n(n2)C(C(F)F)CC(C(F)F)N3)c1C (stereo not drawn)	u	x
CC(C)(C)Cc1nnc(NC(=O)CCC2CCCCC2)s1	7%	19
COC(=O)C1=C(C)Nc2[nH]c(=S)[nH]c(=O)c2C1c1ccc(O)cc1 (stereo not drawn)	u	x
CC(C)OCCCn1c(=O)c2ccccc2n2c(CCC(=O)N3CCN(c4ccccn4)CC3)nnc12	u	x
CCOC(=O)NC(=O)C(=CNc1cccc(OC)c1)C(=O)NC(=O)OCC	u	x
CN(CC(=O)Nc1ccc(F)cc1)CC(=O)Nc1ccc(F)c(F)c1F	u	x
CS(=O)(=O)NCc1ccc(C(=O)O)cc1	u	x
CCc1ccc(/C=N/n2c(COc3ccccc3)n[nH]c2=S)cc1	u	x
CC(C)[C@@H]1NC(=O)N(c2ccc(Oc3ccccc3)cc2)C1=O	28%	-1

Going on with the list.
SMILES	S3 lipid droplet	S3 lipid droplet cell count max
O=C(Nc1ccccc1C(=O)N1CCN(Cc2ccccc2)CC1)c1ccccn1	27%	-2
COc1ccccc1C(=O)NC(C)c1nc2ccccc2[nH]1 (stereo not drawn)	u	x
COc1cc(-c2nnc(NC(=O)CCS(=O)(=O)c3ccccc3)o2)cc(OC)c1OC	i[0.0737 µM]	x
CN(CCc1ccccn1)C1CC(=O)N(c2ccc(Cl)cc2)C1=O (stereo not drawn)	u	x
Cn1c(=O)[nH]c(=O)c2c1nc(N1CCCC1)n2CCO	u	x
CCOC(=O)CNC(=O)c1cccs1	4%	2
COc1cc(NS(=O)(=O)c2ccc(NS(=O)(=O)c3ccc(C)cc3)cc2)nc(OC)n1	u	x
